Screening data deposited in PubChem by several laboratories.
hgDAF12 agonist – H. glycines DAF-12 receptor agonists, primary screen, cell-based, luminescence, HEK293, GAL4 fusion, UAS-luciferase | activation, % at 6.8 µM | hit rate 1.8% among 370,000 | Nuclear hormone receptor DAF-12 (Heterodera glycines), GAL4 fusion | HEK293 GAL4-hgDAF12 UAS-luciferase reporter, agonist luminescence; normalized to butyrate control;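 active = activation above a cutoff set at the mean of all screened compounds plus 3 SD, cut at about 10% in these data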;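 note: 0% = DMSO wells and 100% = sodium butyrate wells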
PG9 binder – binders of HIV-1 gp120 antibody PG9, primary screen, biochemical, TR-FRET; HIV-1 gp120 / PG9 antibody interaction; TR-FRET gp120-PG9 antibody binding; inhibition, % at 6.7 µM; hit rate 0.43% among 360,000; AID 624416, 2012; in the data active = inhibition above about 8.5%
GAA850 FXN act – FXN promoter activators, primary screen, cell-based, luciferase luminescence, HEK293 lucGAA850; hit rate 0.56% among 360,000; HEK293 lucGAA850 FXN promoter luciferase reporter, 24 h; percent of 10 µM SAHA response; AID 540364, 2011; activation, % at 6 µM;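 active = activation above the average of all compounds screened plus 3 SD, cutoff fixed separately per campaign, cut at about 7.5% in these data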;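 note: 0% = DMSO wells and 100% = 10 µM SAHA wells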
DAX1 inh-1 – DAX1 (NR0B1) inhibitors on StAR promoter, primary screen, cell-based, luminescence, SF-1 (NR5A1), full-length DAX-1; AID 652010, 2013; inhibition, % at 6.8 µM; HEK293T StAR-luciferase reporter, SF-1/DAX-1 repression relief; hit rate 1.1% among 370,000;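 active = inhibition above the mean over all tested compounds plus 3 SD, cut at about 3.6% in these data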;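 note: 0% = DAX-1 cells with DMSO and 100% = cells lacking DAX-1 with DMSO; higher inhibition means more luminescence from relief of DAX-1 repression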
PLCb3 inh – human PLC-beta3 inhibitors, primary screen, biochemical, fluorescence | hit rate 0.18% among 370,000 | Purified PLC-beta3, fluorogenic substrate | inhibition, % at 12.2 µM | 1-phosphatidylinositol 4,5-bisphosphate phosphodiesterase beta-3 (Homo sapiens), Q01970; in the data active = inhibition above about 11%;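 note: 0% = median of compound wells on plate and 100% = full blocker control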
hcDAF-12 act – H. contortus DAF-12 nuclear receptor activators, primary screen, cell-based, luminescence, HEK293, lit1-tk-luc reporter. AID 652067, 2013. hit rate 1.4% among 370,000. HEK293 hcDAF-12 lit1-tk-luc reporter; 0% DMSO, 100% Δ7-dafachronic acid. activation, % at 6.8 µM;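 active = activation above the mean of all tested compounds plus 3 SD, cut at about 5.5% in these data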;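 note: 100% = response to 3 µM Δ7-dafachronic acid high control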
sPLA2-III inh – human group III sPLA2 inhibitors, primary screen, biochemical, QFRET, BODIPY PC-A2 liposome substrate; Group 3 secretory phospholipase A2 (Homo sapiens), Q9NZ20; QFRET BODIPY PC-A2 liposome hydrolysis, fluorescence; inhibition, % at 12.2 µM; hit rate 0.56% among 370,000;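 active = inhibition above mean plus 3 SD of compounds lying within the high and low control bounds, cut at about 19% in these data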;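 note: 0% = median of test compound wells and 100% = no enzyme DMSO wells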
ssDAF-12 act – S. stercoralis DAF-12 nuclear receptor activators, primary screen, cell-based, luminescence, HEK293, GRIP1 co-expression, lit1-tk-luc | Nuclear hormone receptor DAF-12 (Strongyloides stercoralis) | HEK293 ssDAF-12/GRIP1 lit1-tk-luc reporter; % of 3 µM dafachronic acid response | activation, % at 6.8 µM | hit rate 1% among 370,000;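 active = activation above the mean over all tested compounds plus 3 SD, cut at about 0.9% in these data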;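 note: 0% = DMSO-only wells and 100% = 3 µM delta7-dafachronic acid wells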
Rev-erbA mod – modulators of Rev-erb alpha DNA binding, primary screen, biochemical, FITC-DNA, fluorescence polarization, uHTS; Nuclear receptor subfamily 1 group D member 1 (Homo sapiens), P20393; Rev-erbα–FITC-DNA binding, 90 min; activity, % at 10 µM; hit rate 0.79% among 370,000; AID 1259318, 2017;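 active = activity above about 14%, limit read from the data; passing the limit was not always enough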;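 note: 0% = DMSO wells with 35 nM protein and 100% = DMSO wells with 750 nM protein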
Target sequence (P20393 whole entry, looked up): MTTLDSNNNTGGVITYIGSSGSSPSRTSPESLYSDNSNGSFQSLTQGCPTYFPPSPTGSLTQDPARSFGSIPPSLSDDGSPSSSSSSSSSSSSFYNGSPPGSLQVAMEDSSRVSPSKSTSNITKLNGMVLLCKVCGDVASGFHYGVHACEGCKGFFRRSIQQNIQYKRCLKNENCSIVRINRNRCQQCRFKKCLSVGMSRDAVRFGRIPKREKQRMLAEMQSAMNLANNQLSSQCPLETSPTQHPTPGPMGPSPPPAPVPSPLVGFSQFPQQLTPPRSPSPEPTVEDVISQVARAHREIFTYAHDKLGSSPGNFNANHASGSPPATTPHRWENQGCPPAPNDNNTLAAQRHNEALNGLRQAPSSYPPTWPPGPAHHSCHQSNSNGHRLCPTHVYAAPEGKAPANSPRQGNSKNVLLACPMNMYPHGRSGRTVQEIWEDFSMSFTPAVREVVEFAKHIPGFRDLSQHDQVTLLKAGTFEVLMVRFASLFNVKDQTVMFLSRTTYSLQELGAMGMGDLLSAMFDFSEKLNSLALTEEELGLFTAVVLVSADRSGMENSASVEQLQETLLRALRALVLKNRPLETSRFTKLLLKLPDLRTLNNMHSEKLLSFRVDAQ
SMARCA2 act – SMARCA2 (BRM) function activators, primary screen, cell-based, luminescence, high throughput; MG213 cells, MMTV-luciferase reporter, dexamethasone, overnight; activation, % at 9.1 µM; hit rate 1% among 370,000; AID 652017, 2013; in the data active = activation above about 7.8%;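 note: 0% = vehicle wells and 100% = reference activator wells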
DAX1 inh-2 – DAX1 (NR0B1) inhibitors, primary screen, cell-based, HEK293, Gal4-DAX1, luciferase luminescence; HEK293 Gal4-DAX1 luciferase reporter; Nuclear receptor subfamily 0 group B member 1 (Homo sapiens), P51843; hit rate 0.99% among 340,000; inhibition, % at 6.75 µM; AID 504766, 2011;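 active = inhibition above the mean over all tested compounds plus 3 SD, cut at about 4.2% in these data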;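 note: 0% = DAX1-transfected cells with DMSO and 100% = empty-vector control cells with DMSO; inhibition shows as a rise in luminescence from relieved DAX1 repression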
Target sequence (P51843 207-470 limits assumed): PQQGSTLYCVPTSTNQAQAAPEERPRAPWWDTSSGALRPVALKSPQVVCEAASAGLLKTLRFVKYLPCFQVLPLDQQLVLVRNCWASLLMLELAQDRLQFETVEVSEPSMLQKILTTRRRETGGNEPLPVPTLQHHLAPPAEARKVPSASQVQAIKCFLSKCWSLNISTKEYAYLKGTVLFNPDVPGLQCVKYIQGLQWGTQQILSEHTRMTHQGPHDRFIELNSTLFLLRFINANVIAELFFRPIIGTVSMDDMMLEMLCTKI
* hit, by the source's call; i = inactive; · = not tested or not shown.

A first look (two entries):
SMILES	hgDAF12 agonist	PG9 binder	GAA850 FXN act	DAX1 inh-1	PLCb3 inh	hcDAF-12 act	sPLA2-III inh	ssDAF-12 act	Rev-erbA mod	SMARCA2 act	DAX1 inh-2
O=C(Cn1cnc2ccccc2c1=O)NCCC(=O)N1CCN(c2ccccc2)CC1	-0.5	-1.1	-1.7	-0.3	0	-1.9	-1	-0.5	-2	1	-1.3
Cc1ccc(NC(=O)CN2C(=O)NC(Cc3ccccc3)C2=O)cc1 (stereo unspecified)	1.1	-1.3	0.9	-1.1	0	0.0	0	-0.8	1	1	1.1

The listing, from the first entry:
SMILES	hgDAF12 agonist	PG9 binder	GAA850 FXN act	DAX1 inh-1	PLCb3 inh	hcDAF-12 act	sPLA2-III inh	ssDAF-12 act	Rev-erbA mod	SMARCA2 act	DAX1 inh-2
O=C(Cn1cnc2ccccc2c1=O)NCCC(=O)N1CCN(c2ccccc2)CC1	-0.5	-1.1	-1.7	-0.3	0	-1.9	-1	-0.5	-2	1	-1.3
Cc1ccc(NC(=O)CN2C(=O)NC(Cc3ccccc3)C2=O)cc1 (stereo unspecified)	1.1	-1.3	0.9	-1.1	0	0.0	0	-0.8	1	1	1.1
O=C(NCC(=O)N1CCN(S(=O)(=O)c2ccc3c(c2)OCCO3)CC1)c1ccccc1Cl	1.7	-1.1	0.8	-0.3	0	-0.1	3	-1.3	-2	0	0.0
CCOc1ccc(-n2c(COc3ccccc3)nnc2SCc2nc3ccccc3[nH]2)cc1	-0.9	·	·	0.6	0	-1.8	-21	-1.8	-6	-5	·
COc1ccc(Cl)cc1-c1cc(C(=O)N[C@H](C)c2ccccc2)[nH]n1	-0.3	-0.9	1.3	-2.5	-1	-1.4	-21	-1.2	3	1	·
CCOC(=O)N/N=C\c1ccc(-c2cc(Cl)ccc2Cl)o1	-0.1	-0.9	-2.6	-0.1	2	-1.0	0	-1.7	-4	-1	-0.7
CCc1nc2ccccc2c(C(=O)OCC(=O)N(C)Cc2ccccc2)c1C	0.3	-1.7	-1.4	-1.4	-7	-3.0	-6	-1.6	-8	-1	-1.0
O=C1c2ccccc2NC2(CCCCC2)N1c1ccc(O)cc1	3.4	-1.1	-0.1	0.3	-12	0.8	1	-0.7	-1	4	0.3
O=c1cc(O)nc(-c2ccc(Cl)cc2)s1	-2.6	-2.5	-0.5	0.1	-95	-1.5	2	-0.9	-1	-2	-0.5
CC(O)CNCc1ccc(Cl)cc1Cl (stereo unspecified)	-0.8	0.5	0.5	-0.3	-1	-1.0	4	-0.6	-4	2	-0.5
O=C(Cn1c2ccccc2c(=O)c2ccccc21)Nc1ccccc1F	-2.6	6.2	1.8	-0.4	-102	-1.1	7	-1.0	1	-3	-0.2
CCOC(=O)n1c(=O)n(Cc2ccccc2C)c2ccccc21	-0.8	-2.4	2.4	-0.8	2	-2.7	1	-1.6	-6	3	-1.1
C[C@H](NC(=O)C1CC(=O)N(c2ccc3c(c2)OCCO3)C1)C(=O)NCc1ccco1 (stereo partly specified)	1.1	-3.9	-2.1	0.2	-7	1.4	2	-0.6	-5	2	0.8
N#Cc1ccc(C(=O)NCC2CCCCC2)cc1	-1.4	0.3	1.0	-0.2	-5	-1.1	-5	-0.7	-2	-1	0.0
CCc1ccc(OCC(=O)N2CCN=C2c2ccccc2)cc1	-1.6	0.1	-0.9	0.5	1	-1.6	4	-0.7	2	0	-1.5
COC(=O)c1c(N)sc(C(=O)NCCc2ccccc2)c1C	-2.5	-0.9	-8.7	-0.2	0	2.7	-1	-1.5	0	-1	-7.6
COc1ccc(CNC(=O)C(=O)NCCC2CCCCN2S(=O)(=O)c2ccc(C)cc2)cc1 (stereo unspecified)	2.4	-1.6	0.3	-0.4	-2	-2.2	-13	-1.2	-2	2	-0.6
O=C1[C@H](Cc2ccccc2)NCCCC[C@H](c2ccc(Cl)cc2)N1Cc1ccc(Cl)cc1	1.4	-1.5	0.9	0.2	2	-0.4	-5	-0.9	-4	0	0.5
CC(NCc1ccco1)C(=O)N1CCCC1 (stereo unspecified)	-0.1	·	·	0.3	-3	0.1	13	-1.3	4	-6	·
CC(C)c1nc2oc3c(N4CCNCC4)ncnc3c2c2c1CCC2	-1.4	-0.9	2.0	0.4	-7	-2.2	-9	-1.7	6	3	0.8
COc1c(F)c(F)c(-c2csc(N)n2)c(F)c1F	2.5	1.2	3.5	0.3	-5	-1.8	-3	-0.7	1	-2	0.4
N#CC(C#N)=CC1=C2OC(c3ccccc3)=CC(c3ccccc3)=C2CCC1	2.3	-0.3	-1.1	-0.1	0	-1.3	-2	-1.2	-8	-3	1.1
CC(=O)NNc1nc(-c2ccc(C)cc2)cs1	0.0	-0.9	1.3	0.0	-117	-1.1	5	-1.1	3	-2	-0.5
COc1ccc(S(=O)(=O)NNC(=O)c2cccs2)cc1	5.9	-2.2	-0.3	-0.1	-5	-0.5	-1	-1.1	-4	-1	0.7
Cc1cc(=O)oc2c(C)c(OC(C)C(=O)N3CC[C@@]4(O)CCCC[C@H]4C3)ccc12 (stereo partly specified)	-2.7	-1.9	0.3	0.9	-9	0.1	4	-1.3	-3	-3	1.6
COc1cc(NC(=O)CCCc2c[nH]c3ccccc23)cc(OC)c1	-1.9	-0.9	0.4	-0.2	-2	1.4	-85	-1.2	-2	-1	-0.4
CCOc1ccc(C(=O)NC(=S)Nc2ncccc2C)cc1[N+](=O)[O-]	5.4	3.1	3.6	0.0	1	-2.6	20*	-0.6	5	1	-1.1
COc1ccc(OC)c(CNC(=O)CCN2C(=O)COc3ccccc32)c1	0.9	-0.5	4.2	0.3	5	-0.1	3	-1.4	-5	-2	-1.2
Cc1cccc(C)c1NC(=O)C1CSC2(C)CCC(=O)N12 (stereo unspecified)	-1.5	1.3	1.3	-0.6	-2	-1.6	2	-0.6	-1	-2	-0.9
N#Cc1ccc(C(=O)OCC(=O)N2CCN(C(=O)c3ccco3)CC2)cc1	6.1	-1.8	-0.3	0.4	0	-0.2	6	0.0	-1	-1	1.7
O=C(c1ccccc1)c1ccc(OC(=O)N2CCCC2)cc1	2.4	-1.3	2.6	-0.3	2	0.8	-4	-0.7	1	4	0.8
CN1CCN(C(=O)c2ccccc2NC(=O)CCN2C(=O)c3ccccc3C2=O)CC1	0.3	-1.2	0.1	-0.8	1	-0.8	9	-1.2	3	-4	0.4
COC(=O)[C@]12C[C@H](CC(=O)NCc3cccc4ccccc34)C(=O)N(Cc3ccc4c(c3)OCO4)C1=C[C@H](COCc1ccccc1)O[C@@H]2C	-1.2	0.2	·	-2.1	-2	-3.3	-10	-1.4	3	-8	·
Cc1ccc(-n2c(C)cc(/C=C3/C(=N)N4C(c5ccccc5)=CSC4=NC3=O)c2C)cc1	-4.0	0.6	2.2	0.0	-5	1.0	-4	-0.5	6	-1	1.1
COC(=O)c1cccc(NC(=O)c2cccnc2C(=O)O)c1C	1.2	0.1	1.4	0.1	2	-0.2	6	-1.4	-1	4	-0.9
O=C(NCc1ccccc1)C1=C[C@@H](c2coc3ccccc3c2=O)C[C@@H](OCCCCO)O1	-1.8	-0.2	1.9	0.1	1	-1.5	-15	-1.6	-1	1	-0.7
Cc1cccc(C)c1NC(=O)CNC(=O)c1cnccn1	0.8	1.0	0.9	0.5	1	0.1	4	-1.2	0	-2	0.8
CC(C)[C@H](NC(=O)c1ccc(F)cc1)C(=O)N(C)Cc1cccs1	3.0	0.2	0.3	-0.6	-2	-0.9	-1	-1.7	3	-2	-1.2
CCc1nnc(NS(=O)(=O)c2ccccc2)s1	2.0	0.8	2.3	-0.2	-9	0.5	-11	-0.8	2	-2	0.4
CC1(C)OC(=O)CC1C(=O)NCc1ccccc1 (stereo unspecified)	1.1	0.9	3.3	0.7	1	-1.2	0	-0.9	1	1	0.3
O=C(OCC(=O)N1CCN(C(=O)COC(=O)c2ccccc2NCCO)CC1)c1ccccc1NCCO	-1.3	2.1	-0.5	0.4	i	-1.5	-4	-1.2	-13	-3	1.4
CN(C)S(=O)(=O)c1ccc(Cl)c(C(=O)OCC(=O)NC(=O)NC2CCCC2)c1	-1.8	1.2	-0.9	-0.5	-5	-2.3	1	-1.1	4	-3	0.2
CC(C)CC(=O)Nc1ccc(F)c(Cl)c1	-2.1	3.5	-0.1	1.0	3	-0.9	-1	-0.6	1	-2	1.0
O=S1(=O)N[C@@H](CC2CCCCC2)COc2cc(Br)ccc21	1.3	0.4	-0.7	-1.1	2	-2.1	-10	-0.4	4	-1	-1.1
CC(C)(O)C#Cc1ccc(CNC[C@H]2O[C@@H](n3cnc(C(N)=O)n3)[C@H](O)[C@@H]2O)s1	-0.5	0.9	0.4	1.3	5	1.8	2	-0.4	5	-3	-0.8
O=C(NCc1ccc(Cl)cc1)C1CCN(C(=O)c2ccc(Cl)cc2)CC1	-0.2	1.5	-1.6	-1.3	-3	-1.3	3	-0.8	7	-3	0.4
COc1ccc2oc(=O)cc(CN(C)Cc3ccccc3)c2c1	-2.8	-0.2	1.9	-0.7	-55	-2.4	7	-1.7	3	-5	0.2
COc1cccc(N/C=C/C(=O)c2ccc(C)cc2)c1	14*	0.4	2.6	3.4	-53	8.1*	-4	1.4*	0	6	2.7
Cc1onc(-c2ccccc2)c1C(=O)NCCc1c[nH]c2ccccc12	1.3	-0.6	0.6	0.3	-1	2.4	-41	0.1	1	1	-0.8
COC(=O)c1c(NC(=O)c2ccco2)sc(C(=O)N2CCCC2)c1C	1.1	1.6	6.4	0.2	-27	-0.2	7	-1.5	-6	-2	1.3

Remaining list, next part
SMILES	hgDAF12 agonist	PG9 binder	GAA850 FXN act	DAX1 inh-1	PLCb3 inh	hcDAF-12 act	sPLA2-III inh	ssDAF-12 act	Rev-erbA mod	SMARCA2 act	DAX1 inh-2
Cc1cc2ccccc2nc1SCC(=O)N1CCCC1	-2.1	-1.5	-4.1	-0.2	3	0.0	0	-2.1	1	2	-0.6
O=C(NCc1n[nH]c(=S)n1-c1cccc(C(F)(F)F)c1)c1ccc(S(=O)(=O)N2CCCC2)cc1	0.1	1.1	1.6	-0.1	2	-1.9	10	-1.2	-8	-4	-2.3
O=C(O)CCS(=O)(=O)c1cccc2cccnc12	-2.9	3.3	1.3	0.1	1	-1.5	0	-0.3	3	-2	0.9
CC(C)C(OC(=O)c1cc2sccc2n1C)C(=O)NCC1CCCO1 (stereo unspecified)	-2.1	0.5	-0.1	-0.5	-2	-1.6	-5	-1.6	3	-3	0.0
